# RSV CPE inhibition – inhibition of RSV-induced cytopathic effect – HEp-2 cells, primary 10 µM value included (AID 2391); HEp-2 cells, RSV-induced CPE inhibition; higher % means a stronger effect; CPE inhibition, % at 10 µM; hits with a dose series show IC50 in µM; 0.13% of 310,000 active; in the data active = a potency from the dose series; inconclusive = CPE inhibition mostly from about 23% at the one dose, without a potency; inactive = the rest, 99 in 100 with CPE inhibition below about 21%; also: strong numbers were not always called active
# ER stress rescue – protection against thapsigargin-triggered cell killing – 384-well, CSM14.1, ATP luminescence, primary screen (AID 1222). cellular ATP content (survival), % at 20 µM; hits with a dose series show EC50 in µM. 190,000 tested, under 10 active. CSM14.1 thapsigargin-induced death rescue, ATP luminescence; higher % means a stronger effect;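 active = EC50 below 50 µM in the dose-response confirmation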;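 also: death triggered by thapsigargin at about 15 µM added after 2 h compound pretreatment; cell ATP read after overnight thapsigargin exposure of roughly 18 to 22 hours; normalized against plate controls of thapsigargin alone and 5% DMSO vehicle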
# PMI inhibitors – MPI enzyme activity inhibition – biochemical, fluorescence intensity, coupled assay, primary screen (AID 1209). purified PMI enzyme, coupled fluorescence intensity; higher % means a stronger effect. inhibition, % at 20 µM, or IC50 in µM where a hit was titrated. 0.42% of 190,000 active;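 also: plate controls were DMSO vehicle for no effect and wells lacking substrate for full effect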
# SV40 large T antigen – SV40 large T antigen inhibitors, biochemical (AID 1903); SV40 large T antigen ATPase/helicase inhibition assay; higher % means a stronger effect; inhibition, % at 20 µM, or IC50 in µM where a hit was titrated; 0.39% of 310,000 active; in the data active = a potency from the dose series; inconclusive = inhibition mostly from about 32% at the one dose, without a potency; inactive = the rest, 99 in 100 with inhibition below about 32%; also: strong numbers were not always called active
# Insulin prom up – MIN6 insulin promoter up-regulation; MIN6 insulin promoter-GFP reporter, high-content imaging; hits give high values; 0.3% of 190,000 active; AID 1625; z-score at 5 µM;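 active = z-score above 3 at 5 µM with at least 500 cells counted in the well; inconclusive = wells under 500 cells, flagged as cytotoxic or low count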
# TNAP activation fold – stimulation of alkaline phosphatase TNAP activity – biochemical, luminescent, no phosphate acceptor, uHTS, primary screen (AID 1001) | purified TNAP, luminescent activation assay, no phosphate acceptor; higher activation fold means a stronger effect | one-dose activation fold at 20 µM; EC50 in µM for titrated hits | 0.03% of 200,000 active; in the data active = activation fold from about 3, or a potency from the dose series; inactive = the rest, 99 in 100 with activation fold below about 1.6; also: many of its hits are not listed in these tables
# human PMI inhibitors – human PMI inhibitors, high substrate, primary screen, biochemical, fluorescence intensity, high mannose 6-phosphate (AID 1220). 0.66% of 190,000 active. inhibition, % at 20 µM; hits with a dose series show IC50 in µM. recombinant PMI enzyme, coupled fluorescence intensity; higher % means a stronger effect
# PhoP inhibition – PhoP-dependent GFP reporter repression – Salmonella Typhimurium, primary screen (AID 1863); inhibition, % at 50 µM; hits with a dose series show IC50 in µM; 0.16% of 300,000 active; S. Typhimurium PhoP-regulated promoter GFP reporter, 4 h; higher % means a stronger effect;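 active = inhibition over 29.93%, a cutoff 3 SD above the screen mean, later confirmed by dose response; inconclusive = inhibition over 29.93% but no dose response follow-up; inactive = inhibition at most 29.93% or unconfirmed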;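 also: 0% = low Mg2+ inducing control and 100% = high Mg2+ repressing control; strong numbers were not always called active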
# West Nile virus CPE – inhibition of WNV-induced cytopathic effect – cell-based, CPE readout (AID 1621) | West Nile virus-infected cells, CPE inhibition; higher % means a stronger effect | 0.02% of 290,000 active | one-dose CPE inhibition, % at 10 µM; IC50 in µM for titrated hits; in the data active = a potency from the dose series; inconclusive = CPE inhibition mostly from about 3.7% at the one dose, without a potency; inactive = the rest, 99 in 100 with CPE inhibition below about 2.2%; also: strong numbers were not always called active
# Insulin prom up cell count – recorded beside Insulin prom up, whose call it bears; cell count; measured here: cytotoxicity, nuclei count;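 total cells summed across four imaged fields per well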
# * marks the source's active call; other numbers are inactive results; ? = inconclusive; / = not tested or not shown. Rule as the data show it, unless noted: active = inhibition above about 50%; inactive = the rest.
SMILES,RSV CPE inhibition,ER stress rescue,PMI inhibitors,SV40 large T antigen,Insulin prom up,Insulin prom up cell count,TNAP activation fold,human PMI inhibitors,PhoP inhibition,West Nile virus CPE
CCOC(=O)/C=C/C(=O)OCC(=O)Nc1ccc(Cl)cc1Cl,0.8%,1.5%,6%,10%,-0.18,1287,1.1,2%,4%,0.8%
CC(=O)NC(=S)Nc1ccc(NC(=O)c2cccnc2Cl)cc1,2.5%,/,/,10%,-0.57,886,/,/,0%,0.5%
Cn1c(=O)c2c(ncn2Cc2nnc(N)s2)n(C)c1=O,1.5%,0.3%,4%,-4%,1,1571,1.2,6%,1%,-0.1%
CC(C)CCn1c(O)c(N=NC(=O)c2ccco2)c2ccccc21,4.9%,-2.6%,3%,6%,-0.67,1133,0.8,3%,-2%,-1.7%
CCN(Cc1cc(OC)c(OC)c(OC)c1)C(=S)Nc1cccc(SC)c1,4.4%,/,/,18%,-0.31,1366,/,/,-3%,-0.4%
COc1cccc(CNC(=O)CCC2CCCN(C(=O)c3ccoc3C)C2)c1 (centres undefined),2.5%,-0.6%,-1%,13%,0.34,1519,1.1,-12%,-13%,-0.8%
COC(=O)c1cc(OC)c(OC)cc1NC(=O)c1cccc(C)c1,0.2%,0.4%,3%,3%,-2.1,1375,1.1,5%,0%,-0.6%
COc1cc(C2C=C(Nc3ccccc3)C(=O)N2c2ccccc2)ccc1O (centres undefined),2.7%,-0.4%,-20%,16%,0.03,1349,1.1,-34%,-2%,0.5%
COc1ccccc1NC(=O)CSc1nc2nc(C)cc(C)c2c(=O)[nH]1,2.0%,-0.1%,4%,-3%,-1.4,1296,1.1,4%,4%,0.6%
O=[N+]([O-])c1ccccc1N(CC1CO1)S(=O)(=O)c1ccccc1 (centres undefined),0.6%,-0.7%,/,1%,/,/,1.1,/,3%,-1.6%
Cc1cc(OCC(O)CN2CCN(CCO)CC2)ccc1C(C)C (centres undefined),-1.0%,/,4%,2%,0.46,1180,1.1,-2%,8%,0.4%
CC1CCCC(C)N1C(=O)Cc1ccccc1 (centres undefined),1.9%,6.0%,15%,22%,/,/,1.2,12%,2%,0.1%
CCC(O)C1CCN(Cc2cn(Cc3ccccc3)nc2-c2cc3ccccc3o2)CC1 (centres undefined),-1.1%,-4.1%,0%,7%,0.13,1373,1,-10%,1%,-0.1%
CCCc1[nH]n(-c2ccc([N+](=O)[O-])cc2)c(=O)c1C=NCCc1c[nH]c2ccccc12,2.5%,-0.6%,12%,21%,-0.13,1411,1,12%,16%,-0.2%
O=C(/C=C/Nc1ccccc1C(=O)O)c1cccs1,2.8%,-1.8%,5%,3%,0.05,1544,1.1,-5%,-14%,/
COc1ccc(N/C(C)=C2/C(=O)C(=O)N(CCO)C2c2ccc(Br)cc2)cc1 (centres undefined),1.8%,1.7%,1%,3%,0.3,1279,1.1,11%,10%,-0.7%
O=C(COc1ccccc1[N+](=O)[O-])Nc1ccc2oc(=O)ccc2c1,0.6%,/,/,12%,/,/,/,/,-3%,-0.1%
CCN(CC)C(=O)Cn1cc(C(=O)C(=O)NCCc2c[nH]c3ccccc23)c2ccccc21,2.1%,/,/,10%,/,/,/,/,-4%,-0.6%
COc1ccc(CCn2c(C)cc(C(=O)CSc3nnnn3-c3ccccc3)c2C)cc1OC,0.7%,-2.3%,14%,6%,-0.95,1215,1.1,12%,-2%,-1.1%
COC(=O)CSc1nnc([C@H](CC(C)C)NC(=O)OC(C)(C)C)o1,-0.8%,1.6%,-3%,4%,-0.73,1233,1.1,-10%,0%,0.2%
CC1=C(C(=O)Nc2ccc(C(=O)NCCC(C)C)cc2)SCCO1,5.1%,/,/,9%,/,/,/,/,-4%,0.1%
CCN1C(=O)C(CC(=O)Nc2ccc(OC)cc2)N(CCCN2CCN(c3ccc(F)cc3)CC2)C1=S (centres undefined),5.3%,-0.5%,8%,-3%,0.18,1167,1.1,9%,5%,-1.1%
Cc1nc(N2CCN(C)CC2)c2c3c(sc2n1)CCCC3,-0.6%,/,/,5%,/,/,/,/,10%,-0.7%
Cc1cccnc1NC1(C(F)(F)F)N=C2SCCN2C1=O (centres undefined),0.2%,2.2%,0%,?,0.84,1237,1.1,4%,0%,0.2%
Cc1ccc(-n2c(=S)[nH]c3c(oc4ccccc43)c2=O)cc1C,2.8%,-0.8%,7%,15%,-0.02,1574,1,-3%,-10%,-0.3%

# Overlap with the part before: 4 entries, followed by the next part.
SMILES,RSV CPE inhibition,ER stress rescue,PMI inhibitors,SV40 large T antigen,Insulin prom up,Insulin prom up cell count,TNAP activation fold,human PMI inhibitors,PhoP inhibition,West Nile virus CPE
CCN1C(=O)C(CC(=O)Nc2ccc(OC)cc2)N(CCCN2CCN(c3ccc(F)cc3)CC2)C1=S (centres undefined),5.3%,-0.5%,8%,-3%,0.18,1167,1.1,9%,5%,-1.1%
Cc1nc(N2CCN(C)CC2)c2c3c(sc2n1)CCCC3,-0.6%,/,/,5%,/,/,/,/,10%,-0.7%
Cc1cccnc1NC1(C(F)(F)F)N=C2SCCN2C1=O (centres undefined),0.2%,2.2%,0%,?,0.84,1237,1.1,4%,0%,0.2%
Cc1ccc(-n2c(=S)[nH]c3c(oc4ccccc43)c2=O)cc1C,2.8%,-0.8%,7%,15%,-0.02,1574,1,-3%,-10%,-0.3%
COc1ccccc1C(=O)NC(=O)CSc1nnc(C)s1,0.8%,/,/,10%,/,/,/,/,-2%,-0.6%
CCCCNC(=O)Nc1cc(C)on1,1.6%,-0.2%,-23%,12%,/,/,1,-19%,3%,-0.1%
COc1ccc(C(C#N)c2ccc(Cl)nn2)cc1 (centres undefined),0.3%,-0.1%,-3%,4%,0.2,1313,1,-1%,0%,-0.3%
CC1Sc2ccc(S(=O)(=O)CCC(=O)N3CCN(c4cccc(Cl)c4)CC3)cc2NC1=O (centres undefined),-2.5%,/,/,-11%,/,/,/,/,-2%,0.7%
COc1ccc(-c2nnc(SCCOc3cccc(C)c3)n2N)cc1,2.7%,-0.4%,6%,7%,-0.61,871,1,0%,7%,-0.5%
CN(Cc1ccccc1)C(=O)Cn1cccc1C(=O)c1ccccc1,0.9%,-0.4%,-4%,6%,0.11,884,0.7,-1%,0%,-0.4%
COc1cccc(C(=O)NCCNC(=O)c2ccccn2)c1,0.4%,/,/,1%,/,/,/,/,7%,-0.4%
Cc1ccc2nc(NC(=O)C3CCCN(S(=O)(=O)c4cccc5nonc45)C3)sc2c1 (centres undefined),13%,/,/,11%,0.77,1084,/,/,4%,0.2%
CC(CS(=O)(=O)c1cccc2cccnc12)N1CCCCC1 (centres undefined),0.1%,0.3%,-55%,8%,/,/,1.1,-75%,-4%,0.3%
CC(C)(C)OC(=O)CNC(=O)c1nc[nH]c1C(=O)NCC(=O)OC(C)(C)C,1.4%,/,/,5%,0.69,1116,/,/,-3%,0.7%
CCC1S/C(=N/N=C/c2ccco2)N(Cc2ccccc2C)C1=O (centres undefined),?,/,/,10%,-0.14,991,/,/,-4%,-0.2%
COc1ccc(-n2c(=S)[nH]c3ncccc3c2=O)cc1,0.4%,/,/,12%,-0.63,1445,/,/,-11%,0.1%
Cc1ccc(-c2nn(-c3ccccc3)cc2CNCc2ccccc2)cc1,-2.4%,2.7%,0%,9%,-0.55,1178,1.1,11%,-2%,?
COc1ccc(NC(=O)NNC(=O)C(C)Oc2ccc(C(C)C)cc2)c(OC)c1 (centres undefined),1.8%,/,/,7%,/,/,/,/,7%,-0.4%
COC(=O)c1ccccc1NC(=O)Cn1cnc2ccc(S(=O)(=O)N3CCC(C)CC3)cc2c1=O,1.1%,-0.2%,7%,5%,-0.92,1108,1,0%,-6%,-0.2%
CC(=O)NC1C(OCc2ccccc2)OC2COC(c3ccccc3)OC2C1OCC(=O)O (centres undefined),1.3%,-0.3%,-14%,22%,/,/,1.1,-16%,3%,0.7%
Nc1c(C(=O)c2ccccc2)oc2ccc(Br)cc12,10%,0.2%,-1%,-1%,/,/,1,0%,16%,-0.5%
CC(=O)c1ccc(NC(=O)CSC(C)C)cc1,-0.5%,-1.6%,-4%,9%,-0.28,1133,1.2,-3%,4%,0.1%
COc1ccc(/C=N/NC(=O)C(C)N(c2ccc(OC)cc2)S(C)(=O)=O)cc1 (centres undefined),2.0%,-2.5%,3%,5%,/,/,1.1,3%,-4%,-0.1%
CCCCn1nnnc1SCC(=O)Nc1ccc(C)cc1,1.6%,0.6%,-2%,-3%,0.79,1164,1.1,26%,-5%,-0.1%
Cn1nnnc1SCC(=O)Nc1cccc([N+](=O)[O-])c1,0.3%,-1.6%,-23%,12%,-0.38,1151,1.1,-19%,2%,-0.6%
NC(=O)Cn1cc(/C=N\NS(=O)(=O)c2cccc([N+](=O)[O-])c2)c2ccccc21,3.4%,/,/,33%,/,/,/,/,-5%,1.0%
O=C(c1cc(COc2ccc(-n3cncn3)cc2)on1)N1CCCC1,1.4%,/,/,13%,/,/,/,/,-7%,-1.2%
CCCC(C)NC(=O)c1nc(-c2ccccc2)n(-c2ccccc2)n1 (centres undefined),2.5%,2.2%,-10%,3%,/,/,1,-13%,3%,-0.1%
O=C(O)C1Cc2ccccc2CN1C(=O)c1ccccc1 (centres undefined),-0.2%,-1.2%,-4%,4%,-0.1,1850,1.2,-1%,3%,-0.5%

# Next part
SMILES,RSV CPE inhibition,ER stress rescue,PMI inhibitors,SV40 large T antigen,Insulin prom up,Insulin prom up cell count,TNAP activation fold,human PMI inhibitors,PhoP inhibition,West Nile virus CPE
Cn1ncc(Br)c1C(=O)Nc1ccc(F)cc1F,17%,-1.0%,0%,5%,/,/,1.1,-6%,-5%,0.6%
CCOC(=O)c1ccc(NC(=O)CCc2nc(-c3ccccc3)no2)cc1,8.2%,3.7%,11%,-8%,-0.93,1083,1.1,9%,9%,0.3%
Cc1ccc(C(c2sc3nc(C)nn3c2O)N2CCN(c3ccc(F)cc3)CC2)cc1 (centres undefined),2.3%,-0.6%,11%,6%,-0.77,1337,1.1,9%,3%,0.9%
CNc1ccc([N+](=O)[O-])cc1C(=O)O,1.7%,/,/,15%,0.46,1455,/,/,-8%,-0.2%
COc1ccccc1N1CCN(S(=O)(=O)c2ccc3c(c2)n(C)c(=O)n3C)CC1,1.2%,-0.5%,-4%,0%,/,/,1.1,5%,5%,-0.9%
CCCCN(CCCC)c1cc(C)nc(-c2ccccc2O)n1,-0.3%,-2.0%,12%,3%,-0.25,1432,1.1,12%,-4%,-0.1%
CCN(C(=O)Cn1cnc2c(nc3n2CCCCC3)c1=O)c1cccc(Cl)c1,0.9%,/,/,19%,/,/,/,/,24%,0.1%
Cc1ccc(-n2nc3c(=O)n(CCCC(=O)N4CCCCC4)nc(C)c3c2C)cc1,11%,/,/,11%,/,/,/,/,-11%,-0.4%
COCCNCCOCCOc1cccc(OC)c1,0.5%,0.3%,3%,7%,-0.04,1469,1.1,11%,2%,-0.1%
CC1(C)O[C@@H]2C[C@H]3[C@@H]4CCC5=CC(=O)C=C[C@]5(C)[C@@]4(F)[C@@H](O)C[C@]3(C)[C@]2(C(=O)CO)O1,-1.4%,-3.6%,-10%,7%,/,/,1,-4%,2%,0.0%

# Compounds as they come; 1.5% or so of the library scored in one or more.
